TAAR1 antagonist: human TAAR1 antagonists, primary screen, Fluo-8 calcium fluorescence, CHO RD-HGA16 cells; Trace amine-associated receptor 1 (Homo sapiens), Q96RJ0; antagonist; inhibition, % at 3 µM; 360,000 tested, 1.5% active;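 active = inhibition above a per-plate cutoff, the mean inhibition of test compounds on that plate plus 3 SD, cut at about 49% in these data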;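 also: 0% = DMSO plus EC80 beta-PEA response and 100% = DMSO alone without agonist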
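Assay system: RD-HGA16 CHO cells with stable hTAAR1 and Gα16 / Reagent: EC80 β-phenethylamine stimulus / Doses: 3 µM, single point / Timing: dye loading 75 min at 37 °C, then 30 min room temperature / Measured by: Fluo-8 intracellular calcium dye fluorescence, real-time kinetic reads / Controls: vehicle wells and EC80 agonist wells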
CHO-K1 Ca PAM: nonselective calcium activators in parental CHO-K1 cells, primary screen, counter-screen for M1 PAM project, cell-based, Fluo-8 calcium fluorescence, full deck, 1536-well; ATP EC20; 0% at ATP EC20, 100% at ATP max; activation, % at 3 µM; 360,000 tested, 0.02% active; AID 602247, 2012;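 active = activation above the run cutoff, the mean activation of all test compounds plus 3 SD, cut at about 40% in these data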;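 also: peak over basal fluorescence ratio in a 140 s read after ATP addition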
TAAR1 ag: human TAAR1 agonists, primary screen, Fluo-8 calcium fluorescence, CHO RD-HGA16 cells; 360,000 tested, 0.99% active; vehicle wells 0%, saturating PEA agonist 100%; Trace amine-associated receptor 1 (Homo sapiens), Q96RJ0; AID 624467, 2012; activation, % at 3 µM;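 active = activation above the mean activation of all test compounds in the run plus 3 SD, cut at about 38% in these data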
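Assay system: CHO-derived RD-HGA16 cells with stable Gα16 and human TAAR1; timing: 17-24 h seeding, 75 min 37 °C dye, 30 min RT; read-out: % activation from peak over basal fluorescence ratio, DMSO-to-PEA scaled; measured by: kinetic Fluo-8 calcium fluorescence; benchmarks: low control DMSO, high control PEA (EC100); doses: 3 µM single concentration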
M5 ag: human M5 muscarinic receptor agonists, primary screen, CHO-K1 cells, Fluo-8 calcium fluorescence; Muscarinic acetylcholine receptor M5 (Homo sapiens), P08912; CHO-K1 hM5 cells; 0% DMSO wells, 100% maximal acetylcholine response; activation, % at 3 µM; 360,000 tested, 0.19% active;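 active = activation above the run's mean over test compounds plus 3 SD, cut at about 23% in these data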;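 also: signal is peak over basal fluorescence ratio across the kinetic read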
Target sequence (P08912 whole entry, looked up): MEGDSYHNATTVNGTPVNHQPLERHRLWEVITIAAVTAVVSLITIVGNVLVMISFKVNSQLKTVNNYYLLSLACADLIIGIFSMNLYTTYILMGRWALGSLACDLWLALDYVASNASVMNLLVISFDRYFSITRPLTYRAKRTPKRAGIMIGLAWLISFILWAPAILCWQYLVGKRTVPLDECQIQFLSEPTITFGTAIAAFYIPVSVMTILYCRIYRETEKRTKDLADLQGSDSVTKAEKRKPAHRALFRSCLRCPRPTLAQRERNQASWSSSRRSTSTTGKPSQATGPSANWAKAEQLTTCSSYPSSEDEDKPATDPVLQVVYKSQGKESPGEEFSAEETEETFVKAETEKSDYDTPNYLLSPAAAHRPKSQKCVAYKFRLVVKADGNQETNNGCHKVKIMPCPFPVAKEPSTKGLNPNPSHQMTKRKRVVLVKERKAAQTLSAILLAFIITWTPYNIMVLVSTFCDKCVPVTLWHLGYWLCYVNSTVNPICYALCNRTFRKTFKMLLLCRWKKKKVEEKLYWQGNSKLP
M5 antag: human M5 muscarinic receptor antagonists, primary screen, CHO cells, Fluo-8 calcium fluorescence; CHO-hM5 cells, ACh EC80; inhibition, % at 3 µM; 360,000 tested, 0.59% active; AID 624040, 2012;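 active = inhibition above a per-plate cutoff, the mean of that plate's test compounds plus 3 SD, cut at about 27% in these data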;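 also: 0% = acetylcholine EC80 with DMSO and 100% = DMSO without agonist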
CHRM5 PAM: human M5 muscarinic receptor positive allosteric modulators, primary screen, CHO-K1 cells, Fluo-8 calcium fluorescence; Muscarinic acetylcholine receptor M5 (Homo sapiens), P08912; CHO-K1 hM5, ACh EC20 PAM; 0% = ACh EC20, 100% = ACh EC100; activation, % at 3 µM; 360,000 tested, 0.3% active;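 active = activation above the run cutoff, the mean activation of all test compounds plus 3 SD, cut at about 18% in these data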
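Replicates: One well per compound, no replicates | System: Human M5 receptor in CHO-K1 cells | Benchmarks: Low control EC20 acetylcholine (0%), high control EC100 acetylcholine (100%) | Probe or stimulus: Acetylcholine, EC20 level | Times: Fluo-8 loading 80 min at 37 °C plus 30 min room temperature | Signal: Intracellular calcium via Fluo-8 fluorescence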
M4 PAM: human M4 muscarinic receptor positive allosteric modulators, primary screen, CHO-K1 cells, Fluo-8 calcium fluorescence. 360,000 tested, 0.4% active. CHO-K1 hM4/Gqi5, ACh EC20; 0% = ACh EC20, 100% = maximal ACh. activation, % at 3 µM. AID 624126, 2012. Muscarinic acetylcholine receptor M4 (Homo sapiens), P08173;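 active = activation above its plate's cutoff, the mean activation of sample wells plus 3 SD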; also: some results filed as inactive read as strong as hits
Target sequence (P08173 whole entry, looked up): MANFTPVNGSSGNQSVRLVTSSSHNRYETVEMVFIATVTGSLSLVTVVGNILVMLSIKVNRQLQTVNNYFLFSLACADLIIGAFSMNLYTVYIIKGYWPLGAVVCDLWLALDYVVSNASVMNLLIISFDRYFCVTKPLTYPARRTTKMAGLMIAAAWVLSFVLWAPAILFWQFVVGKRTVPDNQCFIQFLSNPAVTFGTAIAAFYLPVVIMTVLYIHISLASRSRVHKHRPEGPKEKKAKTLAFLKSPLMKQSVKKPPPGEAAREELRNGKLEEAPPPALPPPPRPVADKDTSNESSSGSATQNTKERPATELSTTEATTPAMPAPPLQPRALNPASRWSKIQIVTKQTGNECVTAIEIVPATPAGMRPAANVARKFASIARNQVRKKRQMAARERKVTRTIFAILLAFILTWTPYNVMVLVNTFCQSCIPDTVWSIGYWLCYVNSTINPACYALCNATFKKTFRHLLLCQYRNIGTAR
CRFBP-R2 block: antagonists of CRF-BP/CRF-R2 complex, primary screen, cell-based, HEK293, calcium dye fluorescence, uHTS; CRF-induced calcium fluorescence; inhibition, % at 11.8 µM; 350,000 tested, 0.59% active; AID 588475, 2011;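 active = inhibition of the ligand-induced calcium signal above about 50% at the single tested concentration, limit read from the data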
CRFR2-BP ag: agonists of CRF-BP/CRF-R2 complex, primary screen, cell-based, HEK293, calcium dye fluorescence, uHTS | CRF-binding protein / CRF receptor 2 complex (human) | AID 588473, 2011 | 350,000 tested, 0.46% active | activation, % at 13.2 µM | calcium dye fluorescence (FLIPR); percent of saturating CRF peptide response;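 active = activation of at least 50%, plus an integration ratio under a set limit after plate pattern correction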;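 also: plate controls were neutral control wells without compound for no effect and CRF at EC100 for full effect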
* hit, by the source's call.

Screening COc1ccc(F)cc1-c1cc(C(=O)NCc2cccc(Cl)c2)[nH]n1 returned TAAR1 antagonist 12, CHO-K1 Ca PAM 16, TAAR1 ag 6, M5 ag -2, M5 antag -1, CHRM5 PAM -4 and M4 PAM -1.
For Cc1ccccc1N=C1c2ccccc2C(=O)C1[N+](=O)[O-] (stereo not given) the results were TAAR1 antagonist 1, CHO-K1 Ca PAM -3, TAAR1 ag 6, M5 ag 0, M5 antag 8, CHRM5 PAM 0, M4 PAM -5, CRFBP-R2 block 2 and CRFR2-BP ag -0.5.
`CN(CCOc1ccccc1)Cc1nc2cc(Cl)ccc2c(=O)[nH]1` gave TAAR1 antagonist 1, CHO-K1 Ca PAM 14, TAAR1 ag -1, M5 ag 4, M5 antag 4, CHRM5 PAM 1, M4 PAM 0, CRFBP-R2 block 3 and CRFR2-BP ag 2.1.
For CN1CCN(C(=O)NCC23CC4CC(CC(C4)C2)C3)CC1 the results were TAAR1 antagonist -3, CHO-K1 Ca PAM 15, TAAR1 ag 4, M5 ag -5, M5 antag -1, CHRM5 PAM 9, M4 PAM 10, CRFBP-R2 block -6 and CRFR2-BP ag 0.3.
`O=C(Nc1ccccc1)c1snc2c(=O)[nH]cnc12` gave TAAR1 antagonist 2, CHO-K1 Ca PAM -11, TAAR1 ag 1, M5 ag 0, M5 antag 16, CHRM5 PAM -9, M4 PAM 2, CRFBP-R2 block 11 and CRFR2-BP ag -0.4.
Screening CC(C)CN(C(=O)c1cccc(F)c1)c1c(N)n(CC(C)C)c(=O)[nH]c1=O returned TAAR1 antagonist -20, CHO-K1 Ca PAM 10, TAAR1 ag 4, M5 ag 0, M5 antag -3, CHRM5 PAM 1, M4 PAM 3, CRFBP-R2 block -2 and CRFR2-BP ag -0.9.
`CC(=O)N/C(=C\c1ccc(F)cc1)C(=O)NC(C(=O)O)C(C)C` (stereo not given) gave TAAR1 antagonist 12, CHO-K1 Ca PAM 6, TAAR1 ag 2, M5 ag 1, M5 antag 11, CHRM5 PAM -16, M4 PAM -5, CRFBP-R2 block -7 and CRFR2-BP ag -1.3.
`Cc1ccc(S(=O)(=O)NC(CN2CCOCC2)=NCCNS(=O)(=O)c2ccccc2)cc1` gave TAAR1 antagonist 5, CHO-K1 Ca PAM 18, TAAR1 ag 9, M5 ag 0, M5 antag -2, CHRM5 PAM 0, M4 PAM 6, CRFBP-R2 block 5 and CRFR2-BP ag -2.2.
O=C(CCNS(=O)(=O)c1ccccc1Cl)OCc1nnc(-c2ccccc2Cl)o1 was read as TAAR1 antagonist 2, CHO-K1 Ca PAM -3, TAAR1 ag 13, M5 ag 2, M5 antag 11, CHRM5 PAM -4, M4 PAM -2, CRFBP-R2 block -10 and CRFR2-BP ag -0.3.
Screening C=CCN1C(=O)C2C(C(=O)NC)C3(C)C=CC2(O3)C1C(=O)NCc1ccc(OC)cc1 (stereo not given) returned TAAR1 antagonist -8, CHO-K1 Ca PAM 9, TAAR1 ag 20, M5 ag -7, M5 antag 3, CHRM5 PAM -6, M4 PAM 3, CRFBP-R2 block 4 and CRFR2-BP ag 1.6.
For NS(=O)(=O)c1cc2c(cc1Cl)NC(CC1CCCC1)NS2(=O)=O (stereo not given) the results were TAAR1 antagonist 6, CHO-K1 Ca PAM 5, TAAR1 ag 3, M5 ag -2, M5 antag 1, CHRM5 PAM -2, M4 PAM 4, CRFBP-R2 block -26 and CRFR2-BP ag 0.0.
COc1ccc(OC(=O)c2cc3ccccc3o2)cc1 was read as TAAR1 antagonist 0, CHO-K1 Ca PAM -2, TAAR1 ag 17, M5 ag -4, M5 antag 0, CHRM5 PAM -4, M4 PAM 6, CRFBP-R2 block -1 and CRFR2-BP ag 4.3.

Reprinted at random: two entries already listed
Screening CC(C)CN(C(=O)c1cccc(F)c1)c1c(N)n(CC(C)C)c(=O)[nH]c1=O returned TAAR1 antagonist -20, CHO-K1 Ca PAM 10, TAAR1 ag 4, M5 ag 0, M5 antag -3, CHRM5 PAM 1, M4 PAM 3, CRFBP-R2 block -2 and CRFR2-BP ag -0.9.
`CC(=O)N/C(=C\c1ccc(F)cc1)C(=O)NC(C(=O)O)C(C)C` (stereo not given) gave TAAR1 antagonist 12, CHO-K1 Ca PAM 6, TAAR1 ag 2, M5 ag 1, M5 antag 11, CHRM5 PAM -16, M4 PAM -5, CRFBP-R2 block -7 and CRFR2-BP ag -1.3.

Later entries:
`CCCN(CC(=O)Nc1cc(Cl)ccc1Cl)C(=O)/C=C/c1ccco1` gave TAAR1 antagonist -9, CHO-K1 Ca PAM 11, TAAR1 ag -2, M5 ag -4, M5 antag 2, CHRM5 PAM -2, M4 PAM 3, CRFBP-R2 block -15 and CRFR2-BP ag -0.2.
Cc1ccc(S(=O)(=O)CC(=O)NC(C)c2ccccc2)cc1 (stereo not given) was read as TAAR1 antagonist -14, CHO-K1 Ca PAM -7, TAAR1 ag 4, M5 ag 0, M5 antag 0, CHRM5 PAM -1, M4 PAM 6, CRFBP-R2 block -3 and CRFR2-BP ag -0.8.
COc1ccc(NC(=O)Nc2cccc3c2O[C@@H](CN(C)S(=O)(=O)c2cn(C)cn2)[C@@H](C)CN([C@H](C)CO)C3=O)cc1 was read as TAAR1 antagonist 4, CHO-K1 Ca PAM 14, TAAR1 ag 6, M5 ag -4, M5 antag -3, CHRM5 PAM 7, M4 PAM 2, CRFBP-R2 block 0 and CRFR2-BP ag -1.8.
Screening COc1ccc(CC(=O)N/N=C(\C)CC(=O)Nc2ccc3c(c2)OCCO3)cc1 returned TAAR1 antagonist 8, CHO-K1 Ca PAM 22, TAAR1 ag -2, M5 ag -2, M5 antag 8, CHRM5 PAM 0, M4 PAM 5, CRFBP-R2 block 0 and CRFR2-BP ag -4.0.
`Cc1ccc(N2CC(c3nc4ccccc4[nH]3)CC2=O)c(C)c1` (stereo not given) gave TAAR1 antagonist -29, CHO-K1 Ca PAM 22, TAAR1 ag 12, M5 ag 0, M5 antag -2, CHRM5 PAM 1, M4 PAM 1, CRFBP-R2 block 6 and CRFR2-BP ag -0.6.
For CCCOCC(O)CCc1n[nH]c(=S)n1-c1ccccc1 (stereo not given) the results were TAAR1 antagonist -7, CHO-K1 Ca PAM 21, TAAR1 ag 5, M5 ag 1, M5 antag -6, CHRM5 PAM 4, M4 PAM -2, CRFBP-R2 block 13 and CRFR2-BP ag -1.0.
For CCOc1ccc(OCCC(=O)N(CC)CC(=O)NCc2ccc(Cl)cc2)cc1 the results were TAAR1 antagonist -24, CHO-K1 Ca PAM 7, TAAR1 ag 1, M5 ag -7, M5 antag 4, CHRM5 PAM -6, M4 PAM 0, CRFBP-R2 block -6 and CRFR2-BP ag 0.1.
Screening COc1ccc(N2CCN(C(=O)CNS(=O)(=O)c3ccc(Br)s3)CC2)cc1 returned TAAR1 antagonist 2, CHO-K1 Ca PAM -1, TAAR1 ag 0, M5 ag 1, M5 antag 3, CHRM5 PAM 0, M4 PAM -1, CRFBP-R2 block -4 and CRFR2-BP ag -0.1.
`Cc1cc(C)cc(-n2c(C)cc(/C=N/NC(=O)c3ccncc3)c2C)c1` gave TAAR1 antagonist -7, CHO-K1 Ca PAM 13, TAAR1 ag 11, M5 ag -4, M5 antag 10, CHRM5 PAM 1, M4 PAM 0, CRFBP-R2 block 5 and CRFR2-BP ag -1.4.
Screening O=C1CSC(=Nc2ccccc2[N+](=O)[O-])N1 returned TAAR1 antagonist 6, CHO-K1 Ca PAM 25, TAAR1 ag 0, M5 ag -3, M5 antag 0, CHRM5 PAM 0, M4 PAM -1, CRFBP-R2 block 2 and CRFR2-BP ag 0.7.
For CCCCOC(=O)c1ccc(NC(=O)C(=O)NCCN(C)C)cc1 the results were TAAR1 antagonist -16, CHO-K1 Ca PAM 12, TAAR1 ag 4, M5 ag -13, M5 antag 12, CHRM5 PAM -2, M4 PAM -12, CRFBP-R2 block -30 and CRFR2-BP ag 2.8.
`CN(C(=O)c1ccccc1)c1ccc(OCC(=O)NC2CCS(=O)(=O)C2)cc1` (stereo not given) gave TAAR1 antagonist 18, CHO-K1 Ca PAM 8, TAAR1 ag 0, M5 ag 3, M5 antag 2, CHRM5 PAM 1, M4 PAM 6, CRFBP-R2 block 3 and CRFR2-BP ag -1.1.
`CS(=O)(=O)c1ccc(C(=O)Nc2cccc(-c3nc4ccccc4[nH]3)c2)cc1` gave TAAR1 antagonist 47, CHO-K1 Ca PAM 6, TAAR1 ag 9, M5 ag -2, M5 antag -9, CHRM5 PAM -6, M4 PAM 0, CRFBP-R2 block -8 and CRFR2-BP ag 0.6.
For COCCCNC(=O)c1cc(C(=O)c2ccccc2Br)c[nH]1 the results were TAAR1 antagonist -24, CHO-K1 Ca PAM 3, TAAR1 ag 0, M5 ag 7, M5 antag 8, CHRM5 PAM -4, M4 PAM -5, CRFBP-R2 block 11 and CRFR2-BP ag 2.1.
`O=C(CNS(=O)(=O)c1cccc2nsnc12)NC1CCCCC1` gave TAAR1 antagonist 3, CHO-K1 Ca PAM 3, TAAR1 ag 0, M5 ag -7, M5 antag -9, CHRM5 PAM 2, M4 PAM -2, CRFBP-R2 block -1 and CRFR2-BP ag -1.6.
Screening CCc1ccc(NC(=O)c2onc(C)c2Cl)cc1 returned TAAR1 antagonist -23, CHO-K1 Ca PAM 27, TAAR1 ag 0, M5 ag -1, M5 antag -1, CHRM5 PAM 4, M4 PAM 1, CRFBP-R2 block -15 and CRFR2-BP ag -0.1.
`NCCCCCc1nnc(SCc2ccc(Cl)c(Cl)c2)o1` gave TAAR1 antagonist 3, CHO-K1 Ca PAM 13, TAAR1 ag 50*, M5 ag -7, M5 antag 36*, CHRM5 PAM -19, M4 PAM -31, CRFBP-R2 block -17 and CRFR2-BP ag 1.0.
`O=C(NC1CCCC1)c1cc(-c2ccc(Cl)c(Cl)c2)on1` gave TAAR1 antagonist -2, CHO-K1 Ca PAM 1, TAAR1 ag 1, M5 ag -2, M5 antag 8, CHRM5 PAM -2, M4 PAM 2, CRFBP-R2 block 2 and CRFR2-BP ag -0.5.
O=C(COC(=O)c1cc([N+](=O)[O-])ccc1N1CCOCC1)Nc1cc(F)ccc1F was read as TAAR1 antagonist 29, CHO-K1 Ca PAM -5, TAAR1 ag 4, M5 ag -1, M5 antag 6, CHRM5 PAM -12, M4 PAM 2, CRFBP-R2 block -1 and CRFR2-BP ag 0.3.
